Screening data from PubChem BioAssay.
SUMO Mot1 rescue = inhibitors of SUMOylation pathway: yeast Mot1-301 growth rescue; S. cerevisiae Mot1-301 growth rescue, ATP luminescence, 38.5C; percent above DMSO median, 100 means doubled; growth rescue, % at 18.8 µM; 320,000 tested, 1% active;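 active means every valid replicate shows activation above 250% relative to neutral control wells; inactive means the rest, any valid replicate at or below 250%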;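 further: OY570 slx delta 5 strain wells were the positive control but not used for scaling; some compounds called inactive have numbers as strong as hits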
phage Ecoli inh = E. coli growth loss with phage present; inhibition, % at 11.9 µM; AID 651602; 360,000 tested, 0.26% active; growth absorbance; in the data active means inhibition above about 11%
Tat export inh = E. coli Tat transport inhibition. E. coli MC4100 TorA-mCherry Tat export, fluorescence. 340,000 tested, 0.036% active. inhibition, % at 10 µM;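 active means mean replicate inhibition at least 50% and at least half of replicates individually reaching 50%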;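 further: exported cargo escapes ClpAP degradation while cytoplasmic cargo is degraded and loses fluorescence; 0% = median of neutral control wells and 100% = median of NaSCN control wells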
MOR-DOR inv ag = inverse agonist of human OPRM1-OPRD1 heterodimerization. 340,000 tested, 0.21% active. inhibition, % at 9.3 µM. cell-based MOR-DOR heterodimer luminescence, inverse agonism. AID 504357; in the data active means inhibition above about 22%, passing the limit was not always enough;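 further: 0% = cells with DMSO and 100% = wells without cells with DMSO; values of inactives mirror those of a sister screen read the other way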
Target sequence (P35372 whole entry, looked up): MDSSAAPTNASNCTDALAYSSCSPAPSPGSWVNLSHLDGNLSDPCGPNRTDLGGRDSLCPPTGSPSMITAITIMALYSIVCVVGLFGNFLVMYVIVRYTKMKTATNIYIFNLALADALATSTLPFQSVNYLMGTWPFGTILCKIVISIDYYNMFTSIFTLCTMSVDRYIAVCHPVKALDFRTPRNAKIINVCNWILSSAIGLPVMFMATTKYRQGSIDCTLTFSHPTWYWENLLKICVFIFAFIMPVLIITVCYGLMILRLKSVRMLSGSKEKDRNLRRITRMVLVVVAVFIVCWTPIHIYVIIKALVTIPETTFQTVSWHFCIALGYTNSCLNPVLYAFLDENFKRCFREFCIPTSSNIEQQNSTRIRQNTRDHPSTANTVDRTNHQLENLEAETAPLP
Target sequence (P41143 whole entry, looked up): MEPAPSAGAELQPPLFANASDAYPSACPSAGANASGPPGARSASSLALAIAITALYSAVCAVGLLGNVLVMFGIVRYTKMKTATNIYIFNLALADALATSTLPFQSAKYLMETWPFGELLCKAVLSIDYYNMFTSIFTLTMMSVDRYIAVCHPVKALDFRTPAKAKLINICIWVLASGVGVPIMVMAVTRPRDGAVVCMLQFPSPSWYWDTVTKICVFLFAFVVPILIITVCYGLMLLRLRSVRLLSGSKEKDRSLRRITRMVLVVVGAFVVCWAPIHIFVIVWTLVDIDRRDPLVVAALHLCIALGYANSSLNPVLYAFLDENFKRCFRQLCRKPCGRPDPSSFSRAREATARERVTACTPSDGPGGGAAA
MOR-DOR ag = agonists of human mu-delta opioid receptor heterodimerization | cells, OPRM1-OPRD1 heterodimerization, luminescence | activation, % at 9.3 µM | 340,000 tested, 0.3% active | AID 504326; in the data active means activation above about 18%;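 further: 0% = vehicle-treated cells and 100% = reference agonist; values of inactives mirror those of a sister screen read the other way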
Arr AP2 block = blocks beta-arrestin peptide binding to AP2 adaptin; FITC-arrestin peptide / GST-AP2 beads, flow cytometry; AP2 beta2 appendage carries R879A mutation; inhibition, % at 10 µM; 340,000 tested, 0.31% active;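 active means inhibition above a set limit, near 3 SD of compounds lacking own fluorescence, cut at about 54% in these data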;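 further: plate controls were DMSO wells for no effect and 5 µM unlabelled arrestin peptide for full effect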
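system = GST-tagged AP2 beta2-adaptin appendage (R879A) on 4 µm glutathione beads | reagent = FITC-labelled arrestin peptide probe, 50 nM final | schedule = compound with beads 12 min RT, then probe 1 h RT | signal = HyperCyt-sampled flow cytometry, FL1 channel, ex 488/em 535 nm | read-out = percent response from loss of bead-bound FITC fluorescence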
AddAB inh = less growth of phage-infected E. coli with AddAB; E. coli expressing H. pylori AddAB, absorbance growth; inhibition, % at 11.9 µM; 330,000 tested, 0.29% active; in the data active means inhibition above about 12%;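 further: 0% = vehicle wells of infected cells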
Ecoli viability = bacterial growth inhibition, counter-screen for AddAB inhibitors; inhibition, % at 11.9 µM; E. coli V3065 growth, OD600 absorbance, 18 h; 330,000 tested, 0.27% active;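 active means inhibition above the campaign's mean inhibition across all tested compounds plus 3 SD, cut at about 9.9% in these data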;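 further: uninfected addAB+ strain grown without phage in ampicillin broth; 0% = DMSO wells and 100% = ciprofloxacin 0.95 µg/ml wells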
PfHsp90 yeast 2 = reduces growth (ATP signal) of yeast expressing P. falciparum Hsp90; S. cerevisiae expressing PfHsp90, BacTiter-Glo ATP, 48 h; yeast lacking PDR1 and PDR3 efflux regulators; 310,000 tested, 0.32% active; inhibition, % at 9.4 µM;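 active means every replicate shows inhibition above about 80%, whatever the replicate mean, limit read from the data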;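 further: 0% = DMSO neutral controls and 100% = 20 µM radicicol positive controls; yeast relying on Plasmodium falciparum Hsp90 in place of its own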
DSG3 Ab inh = blocks pemphigus antibody binding to human desmoglein-3 | P32926 | DSG3-coupled beads, scFv-anti-DSG3-GFP binding, flow cytometry; active compounds read low | binding (percent of control), % at 10 µM | 310,000 tested, 0.48% active;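 active means binding more than 3 SD below its plate's average and above zero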;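 further: hits lower antibody fragment binding to DSG3; some compounds called inactive have numbers as strong as hits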
PKA-R1A activ = activates the PKA-R1A holoenzyme complex; P00514+P68181; AID 504707; 340,000 tested, 0.083% active; PKA-R1A dissociation, Cy5-IP20 fluorescence polarization; scaled: DMSO 0%, 113 µM cGMP 100%; activation, % at 11.4 µM;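 active means percent activation above the mean of all tested compounds plus 3 SD, cut at about 19% in these data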;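 further: higher means more PKAc released from R1A so a rise in polarization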
Starred values were filed as active, the others as inactive; / = not tested or not shown.

SMILES	SUMO Mot1 rescue	phage Ecoli inh	Tat export inh	MOR-DOR inv ag	MOR-DOR ag	Arr AP2 block	AddAB inh	Ecoli viability	PfHsp90 yeast 2	DSG3 Ab inh	PKA-R1A activ
CCN1C(=O)N[C@@H](c2ccc(Br)cc2)C(C(C)=O)=C1C	-3	1.0	-3	8	-1.4	-4	-1.0	0.2	18	102	-4
COc1ccc(S(=O)(=O)N2CCC(C(=O)NCc3cccc(OC)c3)CC2)cc1	-6	-0.8	-4	8	-1.4	3	1.7	-0.9	35	103	-11
CCOn1c(=O)c(-c2ccc(Cl)cc2)[n+]([O-])c2ccccc21	-1	1.4	-7	10	-1.6	1	1.4	-0.6	-15	/	-3
CC(C)(C)NC(=O)/C(=C\C=C\c1ccccc1)NC(=O)c1ccc([N+](=O)[O-])cc1	-7	0.3	2	16	-3.5	5	-2.4	-1.6	7	123	-1
CCOc1ccccc1OCCCNCc1ccccc1	0	-0.4	3	13	-2.6	-2	2.8	0.8	18	100	-1
Nc1c(C(=O)CSc2nnc(N3CCOCC3)n2-c2cccc(F)c2)c(=O)[nH]c(=O)n1C1CC1	49	2.7	-3	16	-4.1	-10	1.9	0.9	-6	103	6
Cn1ccc(C(=O)Nc2ccc(Br)cc2Br)n1	-12	2.4	-3	-10	1.5	30	2.3	-0.5	-16	103	-8
COC(=O)CCCC1=CC2=C(c3ccccc3)C(=O)C(C)(OC(=O)C3CCCC3)C(=O)C2=CN1CCc1ccccn1 (stereo unspecified)	-20	-0.2	10	4	-0.8	38	5.8	-0.7	-6	95	11
CCOC(=O)c1c(NC(=O)C2=C(C)NC(=S)NC2c2ccccc2C(F)(F)F)sc(C)c1C (stereo unspecified)	4	1.3	-6	-3	0.5	-3	0.7	-2.1	-54	112	-9
Cc1onc(-c2ccccc2)c1C(=O)N1CCN(C(=O)c2ccco2)CC1	-10	1.1	9	-10	1.6	-9	2.1	0.3	31	97	1
Cc1ccc(CN2CCC(CNS(=O)(=O)c3ccc(-c4ccc(=O)[nH]n4)s3)CC2)cc1	1	2.1	-2	11	-2.3	1	2.7	2.3	3	126	-8
COCc1nnc(NC(=O)c2ccc(S(=O)(=O)N(CC(C)C)CC(C)C)cc2)o1	-5	1.1	2	-5	0.7	-9	-1.5	-4.4	-17	91	-1
COc1cccc(/C=N/Nc2ccc([N+](=O)[O-])cc2)c1O	44	1.1	-15	-16	2.8	10	0.2	-0.7	3	96	-7
COc1ccnc(-n2cccc2C=O)c1C#N	8	/	1	13	-2.3	29	2.2	0.8	-10	104	-2
COC(=O)/C(C(C)=O)=C(\C=C\N(C)C)N(C)C	16	-1.6	-1	12	-2.1	1	1.0	-1.5	-14	96	6
Cc1ccc(OCCC(=O)OCC(=O)C(C)(C)C)cc1	13	2.3	0	-9	1.5	4	0.3	1.1	0	104	9
Cc1csc(NC(=O)CSc2nnc(-c3ccoc3C)n2CCc2ccccc2)n1	6	4.0	15	5	-0.9	-6	0.1	-0.3	-14	98	-19
C/C(O)=C/c1nc2ccccc2[nH]c1=O	12	2.9	6	12	-2.0	2	0.3	-0.1	4	105	-5
COc1ccc(C(=O)NN/C(C)=C/C(=O)C(F)(F)C(F)(F)C(F)(F)F)cc1	0	5.7	-6	8	-1.6	1	2.7	0.6	-4	106	-4
O=C(Cn1cnc2c(nnn2-c2ccc(F)cc2)c1=O)NCC1CCCO1 (stereo unspecified)	36	-3.3	7	15	-2.6	0	-2.7	-1.4	7	102	6
Cc1ccccc1C(=O)c1cccn1CC(=O)NC(C)c1ccccc1 (stereo unspecified)	8	2.2	-3	-1	0.2	0	1.5	-0.2	-3	102	-2
Cc1ccc(S(=O)(=O)NNC(=O)C2COc3ccccc3O2)cc1C (stereo unspecified)	25	0.1	1	21	-4.1	25	-2.0	0.0	-26	87	-12
CCOc1ncccc1C(=O)NCc1ccccc1Cl	/	1.5	-9	9	-1.8	-1	1.5	1.3	11	97	11
O=C(COC(=O)c1cccc(C(=O)OCC(=O)NC2CC2)n1)NC1CC1	-8	4.6	-4	13	-2.9	36	-4.1	-1.1	0	91	-8
Cc1ccccc1C(=O)NC1CCN(C(=O)NCc2ccccc2)CC1	17	1.7	3	0	0.0	5	4.1	-1.8	-6	102	7
CCN(C(=O)CSc1nnnn1C)C1CCS(=O)(=O)C1 (stereo unspecified)	/	-1.1	4	8	-1.3	8	/	/	-24	99	3
Cc1ccc(C2NC(=NCc3ccccc3)Nc3nc(C)cc(=O)n32)cc1 (stereo unspecified)	12	1.5	9	2	-0.4	-2	1.1	1.6	-17	104	-6
Cc1sc(NC(=O)CN(Cc2ccccc2)C(=O)C(C)C)c(C(N)=O)c1C	7	5.0	-2	-1	0.1	3	1.0	-1.1	27	104	9
CCN(CC(=O)Nc1ccc(OC)cc1)C(=O)c1ccc(Cl)c(S(=O)(=O)N2CCCC2)c1	12	1.2	-2	-6	1.5	6	-0.4	-1.9	-20	/	-3
Cc1ccc(S(=O)(=O)n2nc(OC(=O)c3c(F)cccc3Cl)cc2N)cc1	-17	-0.4	5	17	-2.6	-2	1.5	3.1	-29	/	0
CCN(CC)CCCn1c(=S)[nH]c2cc(C(=O)OC)ccc2c1=O	18	1.6	-1	8	-1.6	-9	-0.5	0.2	-4	/	-8
O=C(Cc1cccs1)Nc1ccc(Cl)c(S(=O)(=O)N2CCOCC2)c1	/	2.2	-1	-5	0.8	18	/	/	/	98	-8
CC1CN(C(=O)CSc2nc(N)cc(N)n2)CC(C)O1 (stereo unspecified)	-10	3.1	-5	13	-3.1	15	-0.3	0.9	9	/	-4
COc1ccc(/C=N/NS(=O)(=O)c2ccc(NC(C)=O)cc2)cc1	-3	3.7	-8	12	-2.2	19	-0.7	0.0	-4	97	-6
Clc1ccc(-n2nnnc2-c2cnc(-c3ccccn3)nc2-c2cccs2)cc1	8	0.0	21	-1	0.2	-13	-3.7	-3.8	/	102	5
Cc1ccc(C)c(CN2CCCN(Cc3cc(C)ccc3C)S2(=O)=O)c1	15	-0.2	1	3	-0.7	54	-0.8	-0.7	13	106	-3
CN(C)Cc1c(C(=O)N/N=C/C2CC=CCC2)nnn1-c1nonc1N (stereo unspecified)	-10	3.0	-1	9	-1.8	11	4.7	1.5	-5	100	-9
CC(C)=CCc1c(O)cc(O)c2c1OC(c1ccc(O)cc1)CC2=O (stereo unspecified)	-12	3.4	12	1	-0.1	1	6.0	3.2	-10	/	7
CCCCOc1ccc(C2C(C(=O)c3cccs3)=C(O)C(=O)N2CCN2CCOCC2)cc1 (stereo unspecified)	-19	-0.6	-2	15	-3.1	-5	2.2	-2.1	-7	105	-7
COc1ccc(C(=O)N/C(=C\c2ccccc2)C(=O)Nc2cccc(C(=O)O)c2)cc1	-6	-1.0	4	16	-3.3	-11	1.7	0.3	-3	92	1
CCOc1ccccc1/C=N/Nc1nc(C)cc(=O)[nH]1	1	/	1	4	-0.6	9	1.4	0.3	-14	90	2
Cc1cccc2cc(COC(=O)C3CCCO3)c(=O)[nH]c12 (stereo unspecified)	-16	-3.9	2	8	-1.5	-1	5.7	0.0	-5	99	-7
COC(=O)c1c(NC(=O)c2ccc(C)cc2)sc(Cc2ccccc2)c1C	-5	-1.4	-5	-5	1.0	24	2.2	-0.3	-3	90	14
CC(C)[C@H]1COCCS(=O)(=O)N1Cc1ccc(Cl)cc1	-3	-0.5	3	-1	0.1	16	2.7	0.3	-9	105	10
COCCCn1c(=S)[nH]c2ncccc2c1=O	-16	0.3	-15	14	-2.3	23	2.9	-1.3	-20	/	-2
CCOC(=O)C1=C(C)NC(=O)NC1c1ccc(OCC(=O)N2CCCCC2)cc1 (stereo unspecified)	3	0.8	-1	23	-4.7	-44	3.0	-1.6	21	106	-10
O=C(C1CCC(N2C(=O)C3CC=CCC3C2=O)CC1)N1CCCCC1 (stereo unspecified)	110	0.4	-3	16	-2.9	7	-0.8	-0.2	22	102	3
COc1ccc(C2N(C(=O)N3CCOCC3)CCN2S(=O)(=O)c2ccc(C)cc2)cc1 (stereo unspecified)	8	0.9	21	-12	2.2	8	1.6	-2.4	-8	104	-6
COC(=O)CNC(=O)C(C)(C)Oc1ccc(Cl)cc1	/	0.2	4	9	-1.4	32	-1.0	-0.9	-6	80	-13
Cn1nc(C(=O)NCC(=O)Nc2ccc(F)c(F)c2F)c2ccccc2c1=O	-9	1.1	-4	11	-3.0	5	-0.8	-1.2	-6	99	5
O=C(NCc1ccc2c(c1)OCO2)C1CC(=O)N(CCc2ccc(Cl)cc2)C1 (stereo unspecified)	0	-0.2	5	23	-4.5	-6	-0.6	-1.6	-6	113	-10
CC(=O)N1CCN(c2ccc(NC(=O)/C=C/c3ccccc3)cc2)CC1	56	2.5	4	0	-0.1	-5	3.7	0.5	9	86	8
COC(=O)c1cc2c(ccn2-c2ccc(F)cc2)n1CC(=O)N1CCN(C(=O)c2ccco2)CC1	11	0.8	-7	13	-2.2	13	1.9	1.0	-1	98	5
O=C(Cc1csc(NC(=O)c2ccc(F)cc2)n1)NO	-15	4.8	-5	0	0.1	-12	2.3	3.1	-4	99	9
O=C(CSc1nnnn1-c1ccccc1)NCc1cccs1	2	1.6	-11	-3	0.6	-11	-1.1	-2.6	-9	98	13
O=C(CC(c1ccccc1)c1ccco1)Nc1nccs1 (stereo unspecified)	-18	3.9	5	-20	3.2	-2	1.7	1.7	-5	97	-11
CC(C)C(=O)Nc1cccc(NC(=S)NC(=O)c2ccc(Cl)cc2)c1	57	2.2	-1	-3	0.6	0	2.5	-0.8	/	90	-2
COc1ccc(CC(=O)N/N=C/C=C/c2ccc3c(c2)OCO3)cc1OC	-24	-0.6	/	/	/	8	1.1	-1.3	/	99	/
CCN(CC)CCn1c(N)c(S(=O)(=O)c2ccccc2)c2nc3ccccc3nc21	25	1.0	2	24	-4.8	28	0.8	-0.1	-2	96	1
O=c1[nH]nc(Cc2ccc3ccccc3n2)c2ccccc12	95	2.8	-4	13	-2.4	1	2.6	0.4	2	99	6
CCC1(C)Cc2c(sc3nnn(Cc4ccccc4Cl)c(=O)c23)CO1 (stereo unspecified)	7	0.8	-6	-17	3.1	-8	0.4	-2.2	14	97	0

Rewritten field by field: 2 of the compounds above
> CCN(CC)CCn1c(N)c(S(=O)(=O)c2ccccc2)c2nc3ccccc3nc21
  SUMO Mot1 rescue: 25
  phage Ecoli inh: 1.0
  Tat export inh: 2
  MOR-DOR inv ag: 24
  MOR-DOR ag: -4.8
  Arr AP2 block: 28
  AddAB inh: 0.8
  Ecoli viability: -0.1
  PfHsp90 yeast 2: -2
  DSG3 Ab inh: 96
  PKA-R1A activ: 1

> CCOc1ccccc1OCCCNCc1ccccc1
  SUMO Mot1 rescue: 0
  phage Ecoli inh: -0.4
  Tat export inh: 3
  MOR-DOR inv ag: 13
  MOR-DOR ag: -2.6
  Arr AP2 block: -2
  AddAB inh: 2.8
  Ecoli viability: 0.8
  PfHsp90 yeast 2: 18
  DSG3 Ab inh: 100
  PKA-R1A activ: -1

This is a random part of the collection; overall some 2.8% were active at least once.
